High-throughput results: PubChem, several laboratories
Tat export inh – blocks Tat-dependent protein export in E. coli; hit rate 0.036% among 340,000; AID 488895; E. coli MC4100 TorA-mCherry Tat export, fluorescence; inhibition, % at 10 µM;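 active = mean replicate inhibition at least 50% and at least half of replicates individually reaching 50%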;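 also: exported cargo escapes ClpAP degradation while cytoplasmic cargo is degraded and loses fluorescence; 0% = median of neutral control wells and 100% = median of NaSCN control wells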
Mot1-301 SUMO – SUMOylation pathway inhibition by Mot1-301 growth rescue | growth rescue, % at 18.8 µM | hit rate 1% among 320,000 | S. cerevisiae Mot1-301 growth rescue, ATP luminescence, 38.5C; percent above DMSO median, 100 means doubled;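 active = every valid replicate shows activation above 250% relative to neutral control wells; inactive = the rest, any valid replicate at or below 250%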;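 also: OY570 slx delta 5 strain wells were the positive control but not used for scaling; some compounds called inactive have numbers as strong as hits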
MOR-DOR ag – OPRM1-OPRD1 heterodimerization agonism; P35372+P41143; cells, luminescence; activation, % at 9.3 µM; hit rate 0.3% among 340,000; in the data active = activation above about 18%;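 also: 0% = vehicle-treated cells and 100% = reference agonist; values of inactives mirror those of a sister screen read the other way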
Pemphigus Ab inh – blocks pemphigus antibody binding to human desmoglein-3. hit rate 0.48% among 310,000. binding (percent of control), % at 10 µM. DSG3-coupled beads, scFv-anti-DSG3-GFP binding, flow cytometry; active compounds read low. P32926;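 active = binding more than 3 SD below its plate's average and above zero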;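 also: hits lower antibody fragment binding to DSG3; some compounds called inactive have numbers as strong as hits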
Target sequence (P32926 whole entry, looked up, the tested form may be a part): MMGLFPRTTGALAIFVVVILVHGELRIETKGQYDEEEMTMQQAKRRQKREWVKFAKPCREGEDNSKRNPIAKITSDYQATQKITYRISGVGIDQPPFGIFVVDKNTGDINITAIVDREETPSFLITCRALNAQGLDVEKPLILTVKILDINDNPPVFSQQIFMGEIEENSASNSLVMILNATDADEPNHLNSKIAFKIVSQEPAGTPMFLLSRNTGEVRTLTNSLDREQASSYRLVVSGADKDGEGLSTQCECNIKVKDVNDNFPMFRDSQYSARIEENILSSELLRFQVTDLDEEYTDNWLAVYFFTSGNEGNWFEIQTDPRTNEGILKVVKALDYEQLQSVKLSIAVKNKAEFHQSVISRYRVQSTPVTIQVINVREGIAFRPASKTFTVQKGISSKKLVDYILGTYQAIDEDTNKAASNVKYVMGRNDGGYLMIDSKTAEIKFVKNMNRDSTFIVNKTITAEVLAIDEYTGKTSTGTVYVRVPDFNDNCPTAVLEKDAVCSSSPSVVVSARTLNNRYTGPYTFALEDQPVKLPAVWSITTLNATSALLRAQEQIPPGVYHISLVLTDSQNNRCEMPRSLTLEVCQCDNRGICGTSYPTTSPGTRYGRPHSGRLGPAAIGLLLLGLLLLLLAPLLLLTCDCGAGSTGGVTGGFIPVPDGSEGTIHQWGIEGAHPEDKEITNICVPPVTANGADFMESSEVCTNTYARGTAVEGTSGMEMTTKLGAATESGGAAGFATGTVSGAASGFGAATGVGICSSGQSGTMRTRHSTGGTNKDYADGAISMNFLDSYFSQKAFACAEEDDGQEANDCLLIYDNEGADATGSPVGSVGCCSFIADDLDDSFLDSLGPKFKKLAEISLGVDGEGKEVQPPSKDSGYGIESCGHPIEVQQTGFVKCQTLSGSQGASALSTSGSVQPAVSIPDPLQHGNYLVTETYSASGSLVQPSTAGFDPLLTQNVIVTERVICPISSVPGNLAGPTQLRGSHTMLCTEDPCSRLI
E coli growth – reduces bacterial viability in AddAB counter-screen. E. coli V3065 growth, OD600 absorbance, 18 h. inhibition, % at 11.9 µM. hit rate 0.27% among 330,000;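 active = inhibition above the campaign's mean inhibition across all tested compounds plus 3 SD, cut at about 9.9% in these data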;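 also: uninfected addAB+ strain grown without phage in ampicillin broth; 0% = DMSO wells and 100% = ciprofloxacin 0.95 µg/ml wells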
phage Ecoli inh – E. coli growth loss with phage present | growth absorbance | inhibition, % at 11.9 µM | hit rate 0.26% among 360,000 | AID 651602; in the data active = inhibition above about 11%
MOR-DOR inv ag – inverse agonists of human mu-delta opioid receptor heterodimerization. P35372+P41143. inhibition, % at 9.3 µM. hit rate 0.21% among 340,000. cell-based MOR-DOR heterodimer luminescence, inverse agonism. AID 504357; in the data active = inhibition above about 22%, passing the limit was not always enough;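 also: 0% = cells with DMSO and 100% = wells without cells with DMSO; values of inactives mirror those of a sister screen read the other way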
AddAB inh – less growth of phage-infected E. coli with AddAB; E. coli expressing H. pylori AddAB, absorbance growth; inhibition, % at 11.9 µM; hit rate 0.29% among 330,000; AID 435030; in the data active = inhibition above about 12%;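 also: 0% = vehicle wells of infected cells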
PfHsp90 yeast 2 – growth inhibition of yeast expressing Plasmodium Hsp90 | S. cerevisiae expressing PfHsp90, BacTiter-Glo ATP, 48 h; yeast lacking PDR1 and PDR3 efflux regulators | inhibition, % at 9.4 µM | hit rate 0.32% among 310,000 | AID 504621;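 active = every replicate shows inhibition above about 80%, whatever the replicate mean, limit read from the data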;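 also: 0% = DMSO neutral controls and 100% = 20 µM radicicol positive controls; yeast relying on Plasmodium falciparum Hsp90 in place of its own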
Arr AP2 block – inhibitors of human beta-arrestin and AP2 interaction. FITC-arrestin peptide / GST-AP2 beads, flow cytometry; AP2 beta2 appendage carries R879A mutation. inhibition, % at 10 µM. hit rate 0.31% among 340,000. AID 504490;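 active = inhibition above a set limit, near 3 SD of compounds lacking own fluorescence, cut at about 54% in these data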;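 also: plate controls were DMSO wells for no effect and 5 µM unlabelled arrestin peptide for full effect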
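System: GST-AP2 R879A bound to glutathione beads, E. coli-expressed. Also added: 50 nM FITC-arrestin peptide. Schedule: compound with beads 12 min RT, then probe 1 h RT. Signal: bead flow cytometry, FITC channel. Read-out basis: percent response.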
PKA-R1A activ – PKA-R1A complex activation. PKA-R1A dissociation, Cy5-IP20 fluorescence polarization; scaled: DMSO 0%, 113 µM cGMP 100%. activation, % at 11.4 µM. hit rate 0.083% among 340,000;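 active = percent activation above the mean of all tested compounds plus 3 SD, cut at about 19% in these data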;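 also: higher means more PKAc released from R1A so a rise in polarization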
Active calls of the source: *; . = not tested or not shown.

smiles | MOR-DOR inv ag | Tat export inh | MOR-DOR ag | PfHsp90 yeast 2 | AddAB inh | phage Ecoli inh | Arr AP2 block | PKA-R1A activ | Pemphigus Ab inh | E coli growth | Mot1-301 SUMO
O=C(NN=C1CCC(=NNC(=O)c2ccccn2)CC1)c1ccccn1 | 2 | -7 | -0.3 | 12 | . | 3.7 | -20 | -15 | 98 | . | .
COc1cc2[nH]c(C(=O)N(C)Cc3ccccc3)cc2c(OC)c1OC | 19 | 0 | -3.8 | 5 | -2.2 | 3.0 | 10 | -19 | 98 | -2.1 | -18
Nc1ccc(Nc2nc(-c3cc4ccccc4oc3=O)cs2)cc1 | -21 | -4 | 4.1 | 0 | 0.3 | 1.1 | -5 | 6 | 84 | -2.3 | -12
CCCSC(=S)c1c(C)[nH]n(-c2ccccc2)c1=O | 4 | -1 | -0.8 | -58 | -4.9 | -0.1 | 4 | -3 | 108 | -6.0 | 43
CC(NC(=O)CSc1nc2c(cc1C#N)CN(C)CC2)c1ccccc1 (centres undefined) | 10 | -8 | -1.9 | -2 | 1.5 | 0.6 | 8 | 10 | 99 | 0.9 | 12
Nc1ccc(S(=O)(=O)Nc2nccc(/C=C/c3ccc([N+](=O)[O-])cc3)n2)cc1 | -39 | 2 | 7.0 | -63 | 3.5 | -0.1 | -7 | 6 | 100 | -1.8 | 8
N/C(=N\OC(=O)Cc1ccccc1)c1ccncc1 | 0 | -3 | -0.1 | 7 | 1.1 | 4.3 | 1 | 3 | 99 | 0.9 | -31
NC(=O)c1nsc(C(=O)N(Cc2cccnc2)C(C(=O)NCc2ccccc2)c2ccc(O)cc2)c1N (centres undefined) | 5 | 1 | -0.9 | -26 | 1.2 | -0.2 | 2 | -2 | 95 | -0.4 | 72
COc1ccc(-n2c3c(cc(C#N)c2=O)C(=O)CCC3)cc1 | 1 | 8 | -0.2 | -8 | 3.0 | 2.4 | 2 | 2 | 91 | 2.3 | .
Cc1ccc(S(=O)(=O)N2CCC(=O)N(C(COCc3ccc(C(F)(F)F)cc3)C(C)C)CC2)cc1 (centres undefined) | -12 | 20 | 2.2 | 4 | 1.2 | . | -8 | -4 | 104 | -3.9 | 16
CCN1CCN(S(=O)(=O)c2c(C)cc(C)cc2C)CC1 | 9 | 2 | -1.9 | 5 | -0.7 | 3.5 | 40 | -6 | 96 | 1.0 | 1
CC(=O)N/C(=N\c1nc(C)cc(C)n1)Nc1ccccc1Cl | 19 | -1 | -4.3 | -2 | . | 0.5 | 13 | -5 | 98 | . | .
COc1ccccc1OCc1cc(C(=O)N2CCCC(OCc3cccnc3)C2)no1 (centres undefined) | 13 | -3 | -2.4 | -10 | 1.3 | 0.4 | 1 | -15 | 99 | -2.5 | -6
Cc1ccc(NC(=O)Nc2cccc(Cl)c2)c(C(=O)O)c1 | 14 | 0 | -1.9 | 13 | 3.6 | 6.3 | 1 | -5 | 99 | -0.6 | -1
CCN(CC)C(=N)/C(C#N)=N/Nc1ccccc1 | . | . | . | . | 0.6 | 2.4 | -1 | . | 112 | 0.0 | 16

(listing goes on)
smiles | MOR-DOR inv ag | Tat export inh | MOR-DOR ag | PfHsp90 yeast 2 | AddAB inh | phage Ecoli inh | Arr AP2 block | PKA-R1A activ | Pemphigus Ab inh | E coli growth | Mot1-301 SUMO
Oc1cc(Nc2ccncc2)cc2cccnc12 | 11 | -7 | -2.0 | 5 | 6.3 | 3.4 | -1 | -1 | 101 | 4.0 | 53
CC1(C)NC(=O)N(CC(O)CN2CCCC2)C1=O (centres undefined) | 2 | 1 | -0.4 | . | -1.1 | 0.7 | 14 | -7 | . | 1.1 | 7
O=C(CN1C(=O)CSc2ccccc21)NC1CCCC1 | 7 | -1 | -1.2 | -2 | -1.5 | 1.5 | -7 | 1 | 117 | -1.7 | -1
Cc1oc(=O)c(NC(=O)c2ccccc2)cc1C(N)=O | . | -3 | . | -31 | -0.5 | 2.5 | 38 | . | 102 | 0.1 | -4
COc1ccccc1N1CCN(C(=O)C2CCN(S(=O)(=O)c3ccc(F)cc3)CC2)CC1 | 0 | 11 | 0.0 | . | 1.9 | 1.5 | -11 | 1 | 100 | 0.7 | -7
CN(C)S(=O)(=O)c1ccc(Cl)c(NC(=O)CN2CCN(Cc3ccc4c(c3)OCO4)CC2)c1 | -4 | -4 | 0.7 | 19 | 2.1 | 0.8 | -7 | -2 | 123 | 3.8 | 145
CC(C)(C)n1nc2c(c1NC(=O)c1ccccc1F)CS(=O)C2 (centres undefined) | 6 | 7 | -1.2 | 10 | -1.6 | 1.4 | 4 | 5 | 98 | 1.0 | 20
Cn1c(Cc2cccs2)nnc1SCC(=O)N1CCCc2ccccc21 | 7 | -13 | -1.2 | 15 | -0.5 | 3.3 | 6 | 1 | 90 | -3.2 | -11
O=C1CN(C(=O)COc2ccc(F)cc2Cl)c2ccccc2N1 | 3 | -5 | -0.7 | -19 | 5.0 | 2.5 | -3 | -6 | 97 | 2.3 | -18
Cc1cc(NC(=O)CNCC(c2ccccc2)N(C)C)c([N+](=O)[O-])cc1C (centres undefined) | 3 | -5 | -0.6 | 1 | 0.8 | 2.6 | -10 | 2 | 105 | -2.2 | -1
C=CCn1c(SCC(=O)N(C)C)nc2sc3c(c2c1=O)CCC3 | 11 | -3 | -2.2 | -17 | 2.3 | 1.0 | 11 | -12 | 104 | 1.4 | -13
CCC(C)(C)n1nnnc1C(c1cc2ccc(OC)cc2[nH]c1=O)N1CCc2ccccc21 (centres undefined) | -13 | 2 | 2.4 | . | 2.3 | 2.0 | 5 | -14 | 95 | -0.3 | 77
Cc1nn(Cc2ccccc2)c(C)c1NC(=O)CCCn1nc([N+](=O)[O-])c(Cl)c1C | 0 | 0 | -0.1 | -5 | -1.2 | 1.5 | 10 | -3 | 110 | -1.0 | 4
CCOP(=O)(c1ccc(N(C)C)cc1)C(O)c1ccncc1 (centres undefined) | 6 | -3 | -1.2 | -6 | 1.6 | -0.6 | 6 | -8 | . | -1.3 | -31
Cn1nc(-c2ccccn2)nc2c(=O)n(C)c(=O)nc1-2 | -223 | -11 | 41* | -14 | 1.6 | 1.9 | 5 | -8 | 99 | 0.7 | -28

(list continues)
smiles | MOR-DOR inv ag | Tat export inh | MOR-DOR ag | PfHsp90 yeast 2 | AddAB inh | phage Ecoli inh | Arr AP2 block | PKA-R1A activ | Pemphigus Ab inh | E coli growth | Mot1-301 SUMO
Cc1ccc2c(c1)[C@H]1[C@H](CO2)[C@H](c2ccccc2)[C@]2(C)C(=O)N(C)CC(=O)N12 | 9 | -15 | -2.0 | 1 | . | 0.1 | 7 | -13 | 107 | . | .
CNc1nc(Sc2ccccc2)cc(C(F)(F)F)n1 | -8 | -4 | 1.8 | -8 | -0.3 | 1.6 | 9 | -17 | 105 | 0.6 | 154
COc1ccc(/C=N/N=C2/CC(C)(C)Cc3n[nH]c(=O)cc32)cc1 | 14 | -3 | -2.9 | -27 | -1.8 | 4.0 | -5 | 0 | 101 | 1.4 | 83
CCCN(CCC)c1cc(Cl)nc(N)n1 | 14 | -5 | -2.6 | -45 | 1.5 | 3.3 | 30 | 1 | 97 | 0.3 | 2
CC(=O)Nc1cccc(/C(C)=N/NS(=O)(=O)c2ccc(C)cc2)c1 | 5 | -5 | -0.9 | -22 | 0.8 | 1.6 | -27 | 0 | 93 | -1.8 | -9
Cc1ccc(F)cc1S(=O)(=O)Nc1cccc(C(=O)N2CCCC(C(N)=O)C2)c1 (centres undefined) | -14 | 2 | 3.4 | -6 | 0.6 | 2.4 | 23 | -3 | . | -0.2 | -15
CN1C=CC=C/C1=C1/N=C(c2ccccc2)OC1=O | 8 | -3 | -1.5 | 5 | 1.9 | 2.0 | 23 | -6 | 102 | 4.1 | 129
COc1ccc(S(=O)(=O)Nc2nnc(CC(C)(C)C)s2)cc1 | 2 | 0 | -0.4 | 4 | 0.0 | 1.1 | -8 | 2 | 96 | 0.1 | -9
CCN(Cc1ccncc1)C(=S)Nc1c(C)cccc1C | 8 | 2 | -1.5 | 12 | 5.1 | 2.8 | 0 | -2 | 115 | -1.3 | 7
COc1ccc(-c2c(C#Cc3ccsc3)c3cc(-c4ccc5cc[nH]c5c4)ccc3n2C)cc1 | 7 | 0 | -1.1 | -21 | -1.6 | 1.8 | 21 | -12 | 97 | -3.1 | 4
CCOc1ccc2nc(SCC(=O)NC(=O)C(C)C)sc2c1 | -16 | -10 | 3.3 | -11 | . | -0.5 | -10 | 6 | . | . | .
CC(=O)c1sc(NC(=O)c2cc(-c3ccccc3)nn2-c2ccccc2)nc1C | 8 | 5 | -1.1 | 2 | -4.8 | 5.0 | 12 | -13 | 89 | -2.8 | -4
O=c1c(-c2ccc(O)cc2)coc2c(C3O[C@H](CO)[C@@H](O)[C@H](O)[C@H]3O)c(O)ccc12 (some centres undefined) | 9 | 1 | -1.9 | 23 | -0.2 | 2.4 | -8 | 10 | 95 | -1.5 | -4
CCCOc1ccccc1Cn1c(=O)oc2ccccc21 | -12 | 4 | 2.3 | 7 | 3.2 | -0.3 | 2 | -1 | 112 | 0.6 | 8
CCc1ccc(NC(=O)CSC2=C(C#N)C(c3ccco3)C3=C(CCCC3=O)N2)cc1 (centres undefined) | -11 | 3 | 2.0 | 10 | 2.1 | 0.0 | 0 | -3 | 100 | -0.8 | 71

(further entries)
smiles | MOR-DOR inv ag | Tat export inh | MOR-DOR ag | PfHsp90 yeast 2 | AddAB inh | phage Ecoli inh | Arr AP2 block | PKA-R1A activ | Pemphigus Ab inh | E coli growth | Mot1-301 SUMO
NS(=O)(=O)c1ccc(N/C=C/C(=O)c2ccc(Br)cc2)cc1 | -5 | -7 | 1.0 | -16 | -1.7 | 2.8 | 7 | -4 | 93* | -1.1 | -9
COC1=CC(=O)CC(C)C12Oc1cc(OC)cc(OC)c1C2=O (centres undefined) | -1 | -6 | 0.3 | 2 | 3.7 | 2.0 | 2 | -17 | 99 | -2.2 | -5
O=C(CN1CCOCC1)Nc1ccc(OC(F)(F)F)cc1 | 11 | 5 | -2.3 | 16 | 2.2 | -1.4 | 1 | 6 | 97 | 1.1 | 95
Cc1c(C)c2ccc(OCC(=O)N[C@@H](Cc3ccccc3)C(=O)O)cc2oc1=O | 18 | 3 | -3.5 | -9 | 1.5 | 0.6 | 9 | -14 | 102 | -0.7 | -26
O=C(NCc1ccc(Cl)cc1)C1CCCN1C(=O)Nc1ccc(F)cc1 (centres undefined) | 16 | -3 | -3.1 | 5 | 1.9 | -0.8 | 1 | 1 | 107 | 0.1 | 12
Fc1ccc(CNCc2ccc3c(c2)OCO3)cc1 | 11 | -11 | -2.4 | 5 | 0.7 | 3.9 | -6 | -1 | 106 | 1.6 | 40
COc1ccc(CN(C)CC(O)COc2ccc(C(=O)c3ccccc3)cc2)c(OC)c1OC (centres undefined) | -26 | 4 | 3.4 | 14 | 2.5 | -0.1 | 8 | 0 | . | 1.1 | 21
